Screens from PubChem.
TTR transcr act: increases transthyretin transcription | SH-SY5Y TTR promoter Gaussia luciferase, luminescence; 100% = recombinant luciferase protein wells | activation, % at 16.7 µM | 92,000 compounds, 1.3% hits | AID 1117267;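 active = activation above the mean of all tested compounds plus 3 SD, cut at about 9.5% in these data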;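 also: cells exposed to compounds for one day before reading; 0% = median of all test compound wells on the plate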
Starred values were filed as active, the others as inactive. Some of the compounds tested (hit frequency here may not be typical).

Start of the listing, in advance (5 entries):
SMILES	TTR transcr act
CCCCCc1cc(O)c2c3c(c(=O)oc2c1)CN(C)CC3	-0.4
C=CCn1c(O)c(C(C)=Nc2cccc(C(=O)O)c2)c(=O)[nH]c1=O	-0.7
CCOC(=O)c1cc(CC)sc1/N=C/c1c(O)[nH]c(=S)[nH]c1=O	-0.9
CCOC(=O)c1cccc(C2=C(CNC(=O)c3ccncc3)[C@H]3CC[C@@H](C2)N3Cc2ccccc2)c1	1.3
CCN1C(=O)C(=Cc2ccc(N3CCOCC3)o2)C(=O)N(CC)C1=S	3.5

Results, previewed entries included:
SMILES	TTR transcr act
CCCCCc1cc(O)c2c3c(c(=O)oc2c1)CN(C)CC3	-0.4
C=CCn1c(O)c(C(C)=Nc2cccc(C(=O)O)c2)c(=O)[nH]c1=O	-0.7
CCOC(=O)c1cc(CC)sc1/N=C/c1c(O)[nH]c(=S)[nH]c1=O	-0.9
CCOC(=O)c1cccc(C2=C(CNC(=O)c3ccncc3)[C@H]3CC[C@@H](C2)N3Cc2ccccc2)c1	1.3
CCN1C(=O)C(=Cc2ccc(N3CCOCC3)o2)C(=O)N(CC)C1=S	3.5
O=C(O)C1CN2CCC1CC2 (centres undefined)	-0.4
COc1cccc(C(=O)C2CCCN(Cc3cnn(C(C)C)c3)C2)c1 (centres undefined)	10.6*
CC(=NCc1ccco1)c1c(O)n(C)c(=O)n(C)c1=O	7.0
CC(=NCCc1ccccc1)c1c(O)[nH]c(=O)[nH]c1=O	1.3
CN(C)C(=O)Nc1cccc(OC(=O)N(C)C)c1	6.2
COc1ccc(OCC(=O)N2CCN(Cc3nc4cc([N+](=O)[O-])ccc4n3C)CC2)cc1	0.6
Cc1c(P(=S)(c2ccccc2)c2ccccc2)c2ccccc2n1C	3.6
COc1ccc(CN2Cc3cc(-c4ccc(OC)cc4)ccc3-n3nncc3C2)cc1	-2.3
COc1ccc(C(c2nnnn2-c2ccc3c(c2)OCCO3)N2CCC3(CC2)C(=O)NCN3c2ccccc2)cc1 (centres undefined)	-1.2
COC(=O)Cn1cc(C(=O)c2ccccc2F)c2ccccc21	1.1
CCCCCn1cc(C(=O)C(=O)N2CCOCC2)c2ccccc21	0.1
COc1ccc(CN2C(=O)NC(=O)/C(=C\c3ccc(OC)c(OC)c3OC)C2=O)cc1	1.9
Cc1c(C=O)c2ccccc2n1Cc1ccccc1F	-2.0
COc1ccc(NC(c2ccccc2)P(=O)(Oc2ccccc2)Oc2ccccc2)cc1 (centres undefined)	6.2
COC(=O)C1=C(c2ccc(C(C)=O)cc2)C[C@@H]2CC[C@H]1N2C(=O)NCCO	1.6
O=c1cccc2n1CC1CC2CN(Cc2c(Cl)cccc2Cl)C1 (centres undefined)	-1.8
COC(=O)C1=C(c2ccc(OCc3ccccc3)cc2)C[C@@H]2CC[C@H]1N2C(=O)NCc1ccc(F)cc1	-2.0
Fc1ccc(N2CCN(Cc3ccc4c(c3)OCO4)CC2)cc1	-1.6
O=C(COC(=O)Cc1ccccc1)NNC(=O)c1ccc([N+](=O)[O-])cc1	0.2
O=P(NC(c1ccccc1)c1ccccc1)(Oc1ccccc1)Oc1ccccc1	1.7
O=c1c2ccccc2nc(Cc2ccccc2)n1-c1ccccc1O	-1.1
C/C(=N\N1CCCCCC1)c1c(O)n(-c2ccc(Cl)cc2)c(=O)[nH]c1=O	2.4
CNC(C(=O)c1ccccc1)C(OC)c1cccc([N+](=O)[O-])c1 (centres undefined)	-1.3
Cc1c(C=C2C(=O)N(C)C(=O)N(C)C2=O)c(=O)n(-c2ccccc2)n1C	1.8
COC(=O)c1cncn1C(C)c1ccccc1 (centres undefined)	-0.8
CCOc1nc(NC(C)C)nc(N2CC3CC(C2)c2cccc(=O)n2C3)n1 (centres undefined)	1.0
CC1=C(/C=C/c2ccccc2)CCN(C)C1	1.0
COc1ccc2c(c1)C13CCN4CC5=CCOC6CC(=O)N2C1C6C5CC43 (centres undefined)	-0.3
C#CCN1CCN(c2cccc(C(F)(F)F)c2)CC1	2.6
N=c1sccn1Cc1ccccc1F	2.8
CC(C)(C)C(=O)N1Cc2cnnn2-c2ccccc2C1C#N (centres undefined)	0.3
COc1ccc(C)cc1NC(=O)N1CCC2(CC1)OCCO2	-2.1
Cc1ccccc1CS(=O)(=O)Cc1ccc(C(=O)N2CCC3(CC2)OCCO3)o1	-0.2
COC(=O)COc1cc(C)cc2oc(=O)c3c(c12)CCCC3	1.8
COc1ccc(OC)c(-n2c(O)c(C=Nc3c(C)n(C)n(-c4ccccc4)c3=O)c(=O)[nH]c2=O)c1	-0.6
COc1ccc(OC(=O)N(C)C[C@@H]2OCc3cnnn3CCCC(=O)N([C@H](C)CO)C[C@H]2C)cc1	1.7
CN1CCc2nc(N)c(C#N)c(-c3ccccc3)c2C1	6.9
COC(=O)C1=C(c2c(C)noc2C)C[C@@H]2CC[C@H]1N2C(=O)NCc1ccco1	-0.5
N#CC1=C(N)Oc2c(c(=O)oc3ccccc23)C1c1ccc([N+](=O)[O-])o1 (centres undefined)	-1.0
CC(C)CN(CC(C)C)C(=O)C1C2c3ccccc3C(c3ccccc32)C1C(=O)O (centres undefined)	1.8
CCN1C(=O)N(CC)C(=O)C2(Cc3ccccc3N3CCN(c4ccccc4)CC32)C1=O (centres undefined)	-0.5
CC1(C)CN=C(NCc2ccccc2)S1	-0.8
Fc1ccc(C2=CCN(C(c3cccs3)c3nnnn3CCc3ccccc3)CC2)cc1 (centres undefined)	4.2

Copied from the list:
In TTR transcr act, Cc1ccccc1CS(=O)(=O)Cc1ccc(C(=O)N2CCC3(CC2)OCCO3)o1 has -0.2
In TTR transcr act, COc1ccc(OC)c(-n2c(O)c(C=Nc3c(C)n(C)n(-c4ccccc4)c3=O)c(=O)[nH]c2=O)c1 has -0.6
In TTR transcr act, N#CC1=C(N)Oc2c(c(=O)oc3ccccc23)C1c1ccc([N+](=O)[O-])o1 (centres undefined) has -1.0
In TTR transcr act, COc1ccc(C)cc1NC(=O)N1CCC2(CC1)OCCO2 has -2.1
In TTR transcr act, COC(=O)COc1cc(C)cc2oc(=O)c3c(c12)CCCC3 has 1.8
In TTR transcr act, Fc1ccc(C2=CCN(C(c3cccs3)c3nnnn3CCc3ccccc3)CC2)cc1 (centres undefined) has 4.2
In TTR transcr act, CCN1C(=O)N(CC)C(=O)C2(Cc3ccccc3N3CCN(c4ccccc4)CC32)C1=O (centres undefined) has -0.5

Continuation.
SMILES	TTR transcr act
O=C(Nc1ccccc1)N1CCC2(CC1)OCCO2	2.1
CN(C)CC1Oc2ccccc2OC1(O)c1ccccc1 (centres undefined)	-7.5
O=C1NC(=S)N(c2ccc(Cl)cc2)C(=O)/C1=C/N1CCN(C(=O)c2ccco2)CC1	-0.4
Fc1ccc(N2Cc3ccccc3-n3nncc3C2)cc1	-2.7
CN1CCN(c2ccc([N+](=O)[O-])c3no[n+]([O-])c23)CC1	-6.5
COC(=O)C1=C(c2ccccc2OCc2ccccc2)C[C@@H]2CC[C@H]1N2C(=O)NCc1ccc(Cl)cc1	-3.5
CN1CCC2(CC1)C(C#N)=C(N)NC(S)=C2C#N	3.1
Cc1cccc(N=Cc2c(O)n(-c3ccccc3C)c(=O)[nH]c2=O)c1	12.7*
CC[C@]12CCN(CC3(O)CC3)C(Cc3ccc(O)cc31)C2(C)C	4.4
CCc1c(C)nc(N)nc1N1N=C1SCC#N	0.5
O=C(NC(C(Cl)Cl)N1CCOCC1)c1ccccc1 (centres undefined)	-0.4
COc1ccc(-c2nc(CSCC(=O)N3CCC4(CC3)OCCO4)c(C)o2)cc1OC	-0.5
CC(C)n1c(O)c(C=NCc2cccnc2)c(=O)[nH]c1=S	0.8
Cc1nn(Cc2ccccc2)c(C)c1C(=O)OCC(=O)NCc1ccco1	2.2
O=c1[nH]c(O)c(C=Nc2ccccc2Sc2ccccc2)c(=O)[nH]1	-1.4
Cn1cccc1/C=C1\C(=O)NC(=O)N(Cc2ccccc2Cl)C1=O	1.1
OCC[n+]1c2ccccc2nc2ccc(N3CCOCC3)cc21	-0.8
CN(C)C(=O)On1c(-c2ccccc2)nc2ccc(Cl)cc21	-1.7
CCCCC12CNCC(C)(CNC1)C2=O	1.2
Cc1cc(C=O)c(C)n1C1CCCCC1	-0.2
CC1C2Cc3ccc(O)cc3C1(C)CCN2CC1CC1 (centres undefined)	1.3
Fc1cccc(C2NCCc3[nH]cnc32)c1 (centres undefined)	-0.3
CCOP(=O)(C#CC(C)(C)C)C(C)(O)c1ccccc1 (centres undefined)	-4.0
Cc1cc(N(CCCl)CCCl)ccc1C=NNC(=O)Cc1cc(=O)oc2cc(O)ccc12	0.5
Cc1ncoc1C(=O)NCC1=C(c2ccc3ccccc3c2)C[C@@H]2CC[C@H]1N2Cc1ccco1	-0.1
CC(N)Cc1c[nH]c2cc3c(cc12)OCCO3 (centres undefined)	-0.2
COC(=O)C1=C(c2cccc(OC)c2OC)C[C@@H]2CC[C@H]1N2C	6.0
Cc1c(NS(=O)(=O)c2ccccc2)ccc([N+](=O)[O-])c1Cl	-1.9
CC1CN(C)C(C)(C)CC1(O)c1ccccc1 (centres undefined)	0.5
O=c1[nH]c(=S)n(-c2ccc(Cl)cc2)c(O)c1/C=N/N1CCOCC1	2.3
CCOC(=O)Cn1cc(C(=O)c2ccccc2F)c2ccccc21	-1.1
Cc1c(Br)c(=O)oc2cc(OCC(=O)N3C[C@H]4C[C@@H](C3)c3cccc(=O)n3C4)ccc12	0.2
CC[C@@H](CO)C1CC2NC3CC4(c5ccccc5N(C)[C@@H]24)C(O)C31 (some centres undefined)	-0.2
c1cc2c(cc1N1CCCCC1)CNCc1cnnn1-2	-1.7
Cn1c(O)c(/C=N/c2ccccn2)c(=O)n(C)c1=O	6.8
COC(=O)C1=C(c2c(C)noc2C)C[C@@H]2CC[C@H]1N2C(=O)NCc1ccc2c(c1)OCO2	9.1
CN(C)c1ccc(C2C3C=CC(C3)C2(C#N)C(=O)O)c(Br)c1 (centres undefined)	3.1
C/C(=N/O)c1ccc2ccc3ccccc3c2c1	2.8
CN(C)Cc1c[nH]c2cc([N+](=O)[O-])ccc12	2.2
COc1ccccc1NC(=O)COC(=O)c1cc(C)n(C2CC2)c1C	1.0
O=c1[nH]c(=S)n(C2CC2)c(O)c1/C=N/Nc1ccccc1	0.3
CC12Cc3cnoc3C=C1CCC1C2CCC2(C)C1CCC2(C)O (centres undefined)	1.0
CNCC(O)c1cccc(OC(=O)c2ccccc2C)c1 (centres undefined)	6.8
CCN1CCN(c2ccc(NC(=O)C(C)C)cc2Cl)CC1	2.2
CCOP(=S)(OCC)c1ccc(N(C)C)cc1	-0.3
Cc1ccc(/C=C2/C(=O)NC(=O)N(CCc3ccc(F)cc3)C2=O)s1	-0.4
COC(=O)C(O)(c1ccc(NC(=O)c2cccs2)cc1)C(F)(F)F (centres undefined)	3.2
CN(C)C(=O)O/N=C(\N)COc1ccc(C(C)(C)C)cc1	-2.8
COc1ccc2c(C)c(CCC(=O)N3C[C@H]4C[C@@H](C3)c3cccc(=O)n3C4)c(=O)oc2c1	-1.9
Cc1nc2ccc(Cl)cc2c(-c2ccccc2)c1C(=O)O	-0.7
Clc1ccc(C(c2ccccc2)c2ncc[nH]2)cc1 (centres undefined)	0.1
Cn1cccc1/C=C1/C(=O)NC(=O)N(Cc2ccc(F)cc2)C1=O	3.0
COC(=O)C1=C(c2ccc(OC(F)(F)F)cc2)C[C@@H]2CC[C@H]1N2C(=O)N1CCCCC1	-4.7
CCCNC(=O)N1[C@H]2CC[C@@H]1C(C(=O)OC)=C(c1cc3ccccc3o1)C2	1.1
CN1CC2CN(Cc3ccccc3)S(=O)(=O)C2C1 (centres undefined)	1.6
O=C(COC(=O)c1ccc(O)cc1)Nc1ccc(Cl)cc1C(=O)c1ccccc1	-1.6
COc1ccccc1-n1c(-c2ccccc2F)nc2ccccc2c1=O	-2.5
CC(=O)N(C)CC#CCN1CCCC(CO)C1 (centres undefined)	-0.9
Cc1ccc(-n2c(C)nc3ccccc3c2=O)c(C)c1	0.0
O=c1c2ccccc2nc(Cc2ccccc2)n1-c1ccccc1	1.4

Next section:
SMILES	TTR transcr act
CC(=O)C1CCC2C3CCC4CC(O)CCC4(C)C3C(O)CC12C (centres undefined)	-1.1
CCOC(=O)c1nsnc1NCCCl	0.2
O=[N+]([O-])c1ccc(C2[C@H]3C(c4ccccc4)=NC4(CCCCC4)N23)cc1 (some centres undefined)	-2.0
CCS(=O)(=O)NCc1nnc2n1-c1ccc(Br)cc1C(c1ccccc1Cl)=NC2	-0.2
CSc1ncc(CN2CCCC(C(=O)c3sccc3C)C2)cn1 (centres undefined)	0.3
CCCCCCn1c(O)c(C=Nc2ccccc2N2CCOCC2)c(=O)[nH]c1=S	6.2
O=C(O)c1cc2ccccc2oc1=O	-0.5
COC(=O)C1=C(c2cccc(C#N)c2)C[C@@H]2CC[C@H]1N2C(=O)NCc1cc(C)oc1C(F)(F)F	-2.5
Cc1ccccc1NC(=O)COC(=O)c1cc(C)n(C2CC2)c1C	0.6
COc1ccccc1OCCCn1cc(C(C)=O)c2ccccc21	-1.3
COc1ccc(NC(=O)N2CCC3(CC2)OCCO3)cc1	2.0
CCCCC(=O)N/N=C/c1c(O)n(-c2ccccc2)c(=O)[nH]c1=O	-0.9
Brc1ccc2c(c1)-n1nncc1CN(CC1CCCCC1)C2	0.1
CN(C)C(=O)Oc1ccc(OCc2nc3ccccc3[nH]2)cc1	1.6
Cc1cc(OC(=O)c2ccco2)c2c3c(c(=O)oc2c1)CCC3	-2.4
CSc1nc(N2CCN(C)CC2)c2ccccc2n1	-1.1
COC(=O)C1=C(c2ccc(OCc3ccccc3)cc2)C[C@@H]2CC[C@H]1N2C	-0.2
Cc1ccc(C2C(=O)NC(=O)NC2=O)cc1	-2.9
Cn1cnnc1Sc1cc(N2CCNCC2)ccc1[N+](=O)[O-]	-0.9
N#CC12c3ccccc3C(=O)N1Cc1cnnn1-c1ccccc12 (centres undefined)	1.1
O=C(c1ccc(Cl)cc1)C1CCCN(Cc2ccon2)C1 (centres undefined)	-2.0
COc1ccc(CN(CCc2c[nH]c3ccccc23)Cc2ccc(OC)cc2)cc1	1.5
CCCCN1C(=O)NC(=O)C2(Cc3c(nc4ccccn4c3=O)N3CCc4ccccc4C32)C1=O (centres undefined)	-2.4
COCCNC(=O)N1[C@H]2CC[C@@H]1C(C(=O)OC)=C(c1ccc(OC(F)(F)F)cc1)C2	0.8
CCN(CC)CCN/N=C(\C)c1c(O)[nH]c(=O)[nH]c1=O	2.6
